# From PubChem
# PAFAH1B2 FP inh: blocks human PAF acetylhydrolase 1b catalytic subunit 2; recombinant PAFAH1B2, FP-rhodamine activity probe, fluorescence polarization; inhibition, % at 3.39 µM; actives 1.2% (n = 340,000); AID 492953;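 active means inhibition above the mean of all tested compounds plus 3 SD, cut at about 24% in these data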;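 further: 0% = enzyme with DMSO and 100% = wells lacking PAFAH1B2; many of its hits are not listed in these tables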
# PREPL inhibitor: inhibitors of human prolyl oligopeptidase-like enzyme PREPL | Q4J6C6 | recombinant PREPL, fluorescence polarization activity-based probe | inhibition, % at 5.96 µM | actives 0.68% (n = 320,000) | AID 2751; in the data active means inhibition above about 43%;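 further: 0% = enzyme with DMSO and 100% = wells lacking enzyme; many of its hits are not listed in these tables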
# Target sequence (Q4J6C6 whole entry, looked up): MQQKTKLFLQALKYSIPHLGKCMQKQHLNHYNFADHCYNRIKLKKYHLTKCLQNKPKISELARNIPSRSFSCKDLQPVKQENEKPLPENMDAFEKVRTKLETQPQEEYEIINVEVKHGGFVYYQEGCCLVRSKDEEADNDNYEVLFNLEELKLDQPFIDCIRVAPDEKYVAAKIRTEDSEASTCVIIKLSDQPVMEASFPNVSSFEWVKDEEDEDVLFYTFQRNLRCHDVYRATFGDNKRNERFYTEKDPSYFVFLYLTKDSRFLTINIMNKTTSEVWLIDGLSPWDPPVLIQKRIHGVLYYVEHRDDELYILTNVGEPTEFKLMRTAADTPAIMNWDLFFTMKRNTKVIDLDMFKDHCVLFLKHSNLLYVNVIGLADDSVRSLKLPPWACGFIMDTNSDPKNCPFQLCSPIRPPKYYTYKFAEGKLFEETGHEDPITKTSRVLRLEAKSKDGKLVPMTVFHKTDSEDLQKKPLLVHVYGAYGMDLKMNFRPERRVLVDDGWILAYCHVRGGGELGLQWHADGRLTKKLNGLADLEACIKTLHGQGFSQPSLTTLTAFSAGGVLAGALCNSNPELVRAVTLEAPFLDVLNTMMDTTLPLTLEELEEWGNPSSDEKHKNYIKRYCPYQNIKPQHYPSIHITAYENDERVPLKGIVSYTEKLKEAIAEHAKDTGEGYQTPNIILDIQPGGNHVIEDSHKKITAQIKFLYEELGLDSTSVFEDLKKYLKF
# PAD4 inh: inhibitors of human PAD4 | Q9UM07 | recombinant PAD4, RCA probe fluorescence polarization | inhibition, % at 6.36 µM | actives 0.41% (n = 330,000) | AID 485272;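 active means percent inhibition above a cutoff equal to the mean of all tested compounds plus 3 SD, cut at about 15% in these data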;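 further: 0% = PAD4 with RCA probe and DMSO and 100% = probe without PAD4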
# LYPLA1 inh: LYPLA1 (human) inhibition in PME1 counter-screen. recombinant LYPLA1, FP-Rh probe fluorescence polarization. actives 0.16% (n = 320,000). inhibition, % at 5.9 µM. O75608;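 active means inhibition above the mean of all tested compounds plus 3 SD, set per campaign, cut at about 14% in these data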;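 further: inhibitors block serine hydrolase probe labeling of LYPLA1 so polarization falls; 0% = enzyme with DMSO and 100% = wells lacking LYPLA1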
# pPAFAH FP inh: pPAFAH (human) enzyme inhibition; actives 1.5% (n = 330,000); recombinant pPAFAH, FP-rhodamine probe fluorescence polarization; inhibition, % at 3.39 µM; AID 463082;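 active means inhibition above the mean inhibition across the screen plus 3 SD, cut at about 25% in these data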;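 further: inhibitors block binding of the rhodamine activity-based probe so polarization drops; 0% = enzyme with DMSO and 100% = wells lacking pPAFAH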
# LYPLA2 inh: blocks human lysophospholipase 2, a PME1 counter-screen; O95372; recombinant LYPLA2, FP-Rh probe fluorescence polarization; inhibition, % at 5.9 µM; actives 0.38% (n = 320,000);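 active means inhibition above the screen-wide mean plus 3 SD, limit set per campaign, cut at about 26% in these data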;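 further: 0% = LYPLA2 with DMSO and 100% = wells lacking LYPLA2 enzyme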
# PAFAH1B3 inh: inhibitors of human PAFAH1B3. recombinant PAFAH1B3, FP-rhodamine probe, fluorescence polarization. actives 0.28% (n = 340,000). inhibition, % at 3.39 µM. AID 492972;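 active means inhibition above the screen-wide average of all tested compounds plus 3 SD, cut at about 25% in these data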;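 further: 0% = enzyme with DMSO only and 100% = wells lacking PAFAH1B3 protein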
# Target sequence (Q15102 whole entry, looked up): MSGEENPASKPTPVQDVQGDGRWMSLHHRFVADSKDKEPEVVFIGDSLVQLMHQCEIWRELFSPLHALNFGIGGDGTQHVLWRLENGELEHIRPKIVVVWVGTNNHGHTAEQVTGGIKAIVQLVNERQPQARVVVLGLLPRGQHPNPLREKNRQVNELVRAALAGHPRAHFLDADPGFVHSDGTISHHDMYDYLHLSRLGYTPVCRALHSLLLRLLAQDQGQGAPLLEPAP
# GSTO1 counter: counter-screen for RBBP9 inhibitors: inhibitors of human GSTO1. P78417. recombinant GSTO1, activity-based probe fluorescence polarization. inhibition, % at 5.96 µM. actives 1.1% (n = 300,000);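 active means inhibition above the campaign mean inhibition plus 3 SD, cut at about 35% in these data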;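 further: 0% = GSTO1-1 with DMSO and 100% = wells lacking GSTO1-1 enzyme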
# PME-1 inh: PME-1 (human) inhibition | inhibition, % at 5.9 µM | actives 0.53% (n = 320,000) | recombinant PME-1, FP-Rh probe fluorescence polarization;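 active means inhibition above the campaign mean of all compounds plus 3 SD, cut at about 26% in these data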;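 further: competitive labeling of PME-1 active site by serine hydrolase directed probe; 0% = PME-1 with DMSO and 100% = wells lacking PME-1 enzyme; inhibitors block probe labeling so polarization falls and inhibition rises; many of its hits are not listed in these tables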
# An asterisk follows results filed as active; nt = not tested or not shown.
SMILES	PAFAH1B2 FP inh	PREPL inhibitor	PAD4 inh	LYPLA1 inh	pPAFAH FP inh	LYPLA2 inh	PAFAH1B3 inh	GSTO1 counter	PME-1 inh
Cc1cc(C)cc(NC(=S)NC2CC3CCCC(C2)N3C2CC2)c1 (configuration not stated)	0.4	25.8	4.7	0.0	-2.8	-9.2	11.3	12.1	-7.8
CCn1cc(C(=O)NCc2ccco2)c(=O)c2cc(F)c(N3CCN(C(=O)c4ccco4)CC3)cc21	-0.8	-23.1	-1.5	2.9	7.7	4.2	0.8	-12.3	0.1
Cc1cccc(Cc2cnc(NC(=O)C3=NCCN3)s2)c1	0.8	-2.9	-1.9	-0.3	-1.3	1.3	2.3	7.7	1.1
O=C(O)CC(c1ccc(Br)cc1)N1Cc2ccccc2C1=O (configuration not stated)	-0.7	4.0	3.7	3.1	-0.5	-0.2	10.9	-4.6	2.8
CCc1ccc(NC(=O)c2cc(S(=O)(=O)N3CCc4ccccc43)cn2C)cc1	0.1	-25.8	-2.3	-26.5	3.4	-43.9	-0.5	3.2	-35.6
O=C(O)C(Cc1c[nH]c2ccccc12)N1C(=O)c2ccccc2C1=O (configuration not stated)	4.6	-1.7	-0.1	0.6	0.5	5.8	1.7	3.8	-1.1
Cc1cc(C)cc(NC(=O)[C@H](Cc2c[nH]c3ccccc23)NC(=O)[C@@H]2Cc3ccccc3CN2)c1	-0.7	5.8	0.5	-4.6	3.5	-0.3	-0.3	-7.0	-0.7
CCOC(=O)c1sc(NC(=O)CSc2nnc(C(C)C)n2CC)nc1C	-0.1	2.8	-3.4	2.4	1.2	5.0	15.9	2.5	-1.4
COc1ccccc1NS(=O)(=O)c1cccc(C(=O)N/N=C/c2c(C)nn(-c3ccccc3)c2N2CCCC2)c1	-4.3	13.0	-7.4	-13.5	13.9	-16.3	-0.7	-11.7	17.2
O=C(O)/C=C/c1ccc2c(-c3ccccc3)onc2c1	13.6	-6.3	2.0	-4.9	4.3	-0.8	10.4	1.8	-4.8
C#CCNc1nc(C(C)C)nc2c1nnn2Cc1ccccc1F	11.2	2.1	1.0	-2.2	3.7	-0.1	2.8	5.8	-1.5
Cc1cc(C(=O)CSc2nnc(-c3cccnc3)n2-c2ccccc2F)c(C)n1CC1CCCO1 (configuration not stated)	3.9	0.8	3.3	0.8	0.0	5.8	1.1	4.9	1.2

# 3 compounds out of the list above, sorted by the value under pPAFAH FP inh, lowest first:
smiles	pPAFAH FP inh
O=C(O)C(Cc1c[nH]c2ccccc12)N1C(=O)c2ccccc2C1=O (configuration not stated)	0.5
CCn1cc(C(=O)NCc2ccco2)c(=O)c2cc(F)c(N3CCN(C(=O)c4ccco4)CC3)cc21	7.7
COc1ccccc1NS(=O)(=O)c1cccc(C(=O)N/N=C/c2c(C)nn(-c3ccccc3)c2N2CCCC2)c1	13.9

# Among those listed so far, these have a halogen.
SMILES	PAFAH1B2 FP inh	PREPL inhibitor	PAD4 inh	LYPLA1 inh	pPAFAH FP inh	LYPLA2 inh	PAFAH1B3 inh	GSTO1 counter	PME-1 inh
CCn1cc(C(=O)NCc2ccco2)c(=O)c2cc(F)c(N3CCN(C(=O)c4ccco4)CC3)cc21	-0.8	-23.1	-1.5	2.9	7.7	4.2	0.8	-12.3	0.1
O=C(O)CC(c1ccc(Br)cc1)N1Cc2ccccc2C1=O (configuration not stated)	-0.7	4.0	3.7	3.1	-0.5	-0.2	10.9	-4.6	2.8
C#CCNc1nc(C(C)C)nc2c1nnn2Cc1ccccc1F	11.2	2.1	1.0	-2.2	3.7	-0.1	2.8	5.8	-1.5
Cc1cc(C(=O)CSc2nnc(-c3cccnc3)n2-c2ccccc2F)c(C)n1CC1CCCO1 (configuration not stated)	3.9	0.8	3.3	0.8	0.0	5.8	1.1	4.9	1.2

# Remaining list, next part:
SMILES	PAFAH1B2 FP inh	PREPL inhibitor	PAD4 inh	LYPLA1 inh	pPAFAH FP inh	LYPLA2 inh	PAFAH1B3 inh	GSTO1 counter	PME-1 inh
O=C(Nc1cccc(C(F)(F)F)c1)c1cccc(NS(=O)(=O)c2ccc(O)c(C(=O)O)c2)c1	-3.4	-7.7	-0.2	-13.5	4.9	-24.7	-7.5	-49.8	-32.7
Cc1cc(C)n(-c2nc(O)cc(=O)[nH]2)n1	-0.7	15.4	-5.8	4.9	2.1	7.8	4.6	13.1	-0.1
O=C(/C(C=Nc1ccc(F)cc1)=C(/O)c1ccco1)C(F)(F)F	1.1	3.6	-5.4	-4.0	-5.4	-0.5	1.4	3.5	-1.2
O=C(O)c1[nH]c2ccccc2c1C(c1c(F)cccc1Cl)c1c(C(=O)O)[nH]c2ccccc12	48.7*	-0.4	-7.0	1.6	6.8	12.1	1.6	41.2*	-0.7
CC(=O)c1ccc(NC(=O)COC(=O)C2CC3C=CC2C3)cc1 (configuration not stated)	0.6	3.3	-3.6	nt	6.0	nt	4.0	nt	nt
N#C/C(=C\c1ccc(O)cc1)C(=O)NCc1ccccc1	2.6	4.8	3.8	0.1	-1.8	1.4	9.1	4.9	0.6
O=C1CCC(=O)N1CC(=O)N1CCCc2ccccc21	2.9	0.6	5.8	-3.3	3.1	1.8	-5.4	3.6	1.6
O=C(Nc1nnc(CSCc2ccccc2F)s1)c1cccc([N+](=O)[O-])c1	5.6	15.2	-9.7	-2.1	17.3	-3.9	-2.9	-46.5	-3.1
COC(=O)C1(C)NC(c2ccccc2C)C2C(=O)N(c3ccccc3)C(=O)C21 (configuration not stated)	2.4	-0.4	1.6	0.6	-1.9	0.3	4.8	0.8	1.0
NC(=O)CCC(=O)N1CCCC(C(=O)c2ccc3c4c(cccc24)CC3)C1 (configuration not stated)	3.8	8.7	0.1	-0.5	2.7	8.9	0.4	3.1	6.1
Cc1cc2occ(CC(=O)N(CC(C)C)c3c(N)n(Cc4ccccc4)c(=O)[nH]c3=O)c2cc1C	2.4	6.4	0.0	1.1	3.2	5.7	9.1	5.0	1.2
CCc1ccc(C(=O)COC(=O)C(Cc2ccccc2)NC(=O)c2ccc(Cl)cc2)cc1 (configuration not stated)	5.5	-4.0	-1.3	-3.1	-0.3	-6.8	10.0	22.6	-2.7

# Other compounds:
SMILES	PAFAH1B2 FP inh	PREPL inhibitor	PAD4 inh	LYPLA1 inh	pPAFAH FP inh	LYPLA2 inh	PAFAH1B3 inh	GSTO1 counter	PME-1 inh
Cc1cc(-c2ccc(C)c(S(=O)(=O)NC(C)Cc3ccco3)c2)on1 (configuration not stated)	1.5	5.0	1.2	-2.6	-1.1	3.9	4.1	1.1	9.3
CCn1ccc(C(=O)NCCCN2CCCC2=O)n1	3.5	8.5	2.6	1.1	-0.5	-0.1	9.0	7.4	-1.4
Cc1ccc(N/C=C(/C#N)c2ccsc2)cc1C	1.2	29.1	-3.7	-1.3	7.2	10.1	10.4	-0.4	3.9
Cc1ccc(C)c(S(=O)(=O)N2CCCCC2CCNC(=O)C(=O)NCc2ccccn2)c1 (configuration not stated)	-2.4	-11.8	2.1	0.5	3.1	1.3	-0.2	4.8	0.9
Cc1ccc(S(=O)(=O)N2CCN(CCC#N)CC2)cc1	4.7	13.7	1.2	2.5	-3.3	15.0	2.9	-6.7	2.5
CC(=O)CCc1ccc(OC(=O)c2cccnc2)cc1	-2.7	1.2	4.9	6.1	4.9	8.0	1.0	5.8	0.4
CCCCc1nnc(NC(=O)CSCc2cc(=O)n3c(C)csc3n2)s1	1.3	7.2	-0.1	-1.1	3.8	22.8	8.0	5.0	1.0
O=C(c1ccc(Br)cc1)N1CCN(Cc2ccccc2)CC1	2.5	-5.6	1.9	3.2	2.6	2.4	1.9	3.3	4.2
O=C(Nc1ccc(F)cc1F)N1CCC(c2nc3ccccc3o2)CC1	1.6	7.0	1.4	0.9	0.5	3.3	6.2	-4.3	0.5
Cc1ccc(/C(N)=N/OC(=O)c2cccc(F)c2)cc1	1.5	5.2	2.8	1.6	-5.6	-0.6	15.2	4.5	-3.8
O=C(OCC(=O)N1CCN(C(=O)c2ccco2)CC1)c1cc(-c2ccc(F)cc2)nc2ccccc12	-1.4	-12.7	-0.6	2.4	0.0	-1.7	-2.8	2.6	0.3
COc1ccc(Br)cc1C(=O)NCc1cccnc1	3.0	15.8	0.1	-0.9	2.9	6.2	6.4	-4.3	-3.8

# Further results follow.
SMILES	PAFAH1B2 FP inh	PREPL inhibitor	PAD4 inh	LYPLA1 inh	pPAFAH FP inh	LYPLA2 inh	PAFAH1B3 inh	GSTO1 counter	PME-1 inh
CC1(C)CC[C@]2(C(=O)O[C@@H]3OC(CO)[C@@H](O)[C@H](O)[C@H]3O)CC[C@]3(C)C(=CCC4[C@@]5(C)CC[C@H](O[C@@H]6OC(C(=O)O)[C@@H](O)[C@H](O)[C@H]6O)C(C)(C)C5CC[C@]43C)[C@@H]2C1 (some centres not stated)	5.6	14.1	3.0	nt	-5.2	nt	3.3	nt	nt
COc1cc([N+](=O)[O-])cc(/C=N/NC(=O)Cn2nc(C)cc2C)c1O	2.2	-0.8	-0.7	1.7	8.6	2.6	-3.0	5.7	-4.6
OCc1cn(-c2ccccc2)nc1-c1cc2ccccc2o1	4.4	11.2	-4.7	-0.8	-3.1	-2.2	6.3	-3.4	-0.5
Cc1ccc(S(=O)(=O)N2CCCC(C(=O)NCCC(C)C)C2)cc1 (configuration not stated)	4.2	6.2	-1.1	-6.2	-1.1	-9.8	2.5	8.4	1.6
CCOc1ccc(S(=O)(=O)Nc2cccc(-c3ccc(N4CCCCCC4)nn3)c2)cc1	-2.1	0.6	-3.2	-12.5	3.8	-23.5	-0.9	-5.9	-21.5
CCN1C(=O)CC(NC2CCN(C(=O)c3ccc(F)cc3)CC2)C1=O (configuration not stated)	-1.2	0.6	0.4	-3.8	3.4	-2.2	-7.6	0.1	3.5
O=S(=O)(c1cccs1)N1CCN(CCOc2ccc(Cl)cc2)CC1	4.2	-17.9	4.0	3.6	0.7	4.5	4.7	nt	1.7
O=C1c2ccccc2C(=O)N1CCCc1nc(-c2ccccc2)no1	3.3	-13.6	2.1	0.3	1.8	-2.1	4.9	5.4	4.2
O=C(CSc1ccc(Cl)cc1)Nc1ccc(-c2nc3ccccc3[nH]2)cc1	-6.0	-6.2	-3.3	-6.6	-6.9	-5.3	3.7	-0.2	-7.3
COc1cccc(NC(=O)CCC2CCN(C(=O)c3c(C)noc3C)CC2)c1	-1.6	12.9	0.8	-0.4	0.2	-5.7	4.2	-2.6	9.4
Cn1c(=O)c2c(nc(Br)n2CCCc2ccccc2)n(C)c1=O	-3.5	-7.9	-3.4	-0.9	5.1	-4.6	8.6	5.6	-9.2
CCOC(=O)COc1ccc(CCNC(C)=O)cc1	-0.9	5.3	0.1	0.9	4.0	5.9	1.0	-3.5	-3.6

# The results go on:
SMILES	PAFAH1B2 FP inh	PREPL inhibitor	PAD4 inh	LYPLA1 inh	pPAFAH FP inh	LYPLA2 inh	PAFAH1B3 inh	GSTO1 counter	PME-1 inh
CCOC(=O)c1ccc(NC(=S)N2CCN(Cc3ccccc3)CC2)cc1	2.0	-0.1	0.4	-0.8	6.2	9.8	4.5	0.4	0.2
Cc1ccc(N2CCN(C(=O)c3ccccc3NC(=O)/C=C\C(=O)O)CC2)cc1	2.4	15.1	-0.6	-5.7	-0.3	-7.9	1.9	-3.6	2.4
O=C(CCc1ccccc1)NCCSc1ccccc1	4.8	-7.6	-5.0	2.4	0.4	0.7	7.0	4.2	-2.3
O=C(N/N=C/c1ccccn1)C1CC1	4.8	-11.9	-0.9	3.2	-8.6	11.6	10.3	2.5	1.1

# Some of the compounds tested. The share of hits here may be higher or lower than overall.
